Source: PubChem BioAssay
All columns: NCI-60 one-dose screen, growth in % after 48 h at 10 µM unless noted; 100 = growth as untreated, 0 = no growth, -100 = all killed.
HS 578T: HS 578T breast cancer | 4.1% of 78,000 active | AID 1794788
MDA-MB-231: MDA-MB-231 breast cancer; 5% of 81,000 active; AID 1794789
MDA-MB-468: MDA-MB-468 breast cancer. 8.5% of 78,000 active. AID 2202374
T-47D: T-47D breast cancer; 5% of 79,000 active
K-562: K-562 leukemia. 7.4% of 78,000 active. AID 1794777
BT-549: BT-549 breast cancer. 4.4% of 78,000 active. AID 1794793
MCF7: MCF7 breast cancer | 6.3% of 82,000 active | AID 1794796
SR: SR leukemia cells; 8.7% of 73,000 active
Active calls of the source: *; / = no result given; & = joins results of further samples; [ ] = dose if it differs, or a comment. The calls were made as follows: active = growth percent below 10; inactive = the rest. Random draw from the library; any-hit rate near 14%.

Molecule	HS 578T	MDA-MB-231	MDA-MB-468	T-47D	K-562	BT-549	MCF7	SR
CC1=NN(Cc2nc(-c3ccc(N(C)C)cc3)n[nH]2)C(=O)C1	/	100.2	111.6	111.9	101.3	101.5	104.8	90.0
O=C(O)C(Cc1ccccc1[N+](=O)[O-])N1C(=O)c2ccccc2C1=O (configuration not stated)	/	106.1	112.7	99.4	107.3	109.7	114.6	101.3
N=C(/C=C/c1ccccc1)N1CCCCC1	116.8	107.4	105.0	73.4	103.2	81.0	87.4	93.9
C=C1CCC2C3(C)COC(c4ccccc4F)OC3CCC2(C)C1C/C=C1/C(=O)OCC1O (configuration not stated)	-0.6*	-54.0*	-22.6*	-50.4*	12.3	-82.1*	-26.5*	11.6
COc1ccc(/C=C2\SC(=O)N(Cc3cc4ccccc4nc3Cl)C2=O)cc1	92.5	100.9	95.0	104.3	120.9	109.1	97.4	112.5
COc1ccc(N(C)c2nc(Cl)nc3ccn(C)c23)cc1	36.8	0.2*	49.9	74.9	7.3*	-4.4*	13.6	11.3
O=C1CC2(CCN(c3c(Cl)cncc3-c3ccc(N4CCOCC4)cc3)CC2)C(=O)N1	105.2	105.0	107.1	110.7	87.4	79.6	79.8	80.3
CCC1(C)CN=C(c2ccccc2)NC1 (configuration not stated)	108.8	107.4	100.8	/	104.4	104.0	102.2	100.2
CC(C)c1ccc(Cc2cnc(NC(=O)c3ccc(-n4cnnn4)cc3)s2)cc1	82.0	81.3	23.5	42.0	34.4	50.2	60.4	64.1
Cn1c(C(N)=O)cc2c1-c1nc(NC3CCCCC3)ncc1CCC2	58.5	78.4	93.7	105.4	101.2	80.7	90.6	92.5
CC1(C)OC(=O)NC1c1ccccc1 (configuration not stated)	102.1	113.0	114.9	89.6	111.7	98.3	94.1	93.0
COc1cccc(-c2nnc(-c3ccc4ccccc4c3)o2)c1	118.4	92.7	99.4	98.0	102.2	112.2	84.2	95.4
CCCc1c(Cl)c2c(OC)cc(-c3c(CC4OCCO4)cc4oc5ccccc5c(=O)c4c3O)c(O)c2c(=O)n1C	86.6	86.1	86.6	75.9	100.3	103.0	85.5	107.2
O=C(N/N=C/c1cccc([N+](=O)[O-])c1)c1cccc2ccccc12	90.2	94.1	/	89.5	71.9	61.1	82.1	/
Cc1ccc(C(=O)c2ccc(CC(=O)N/N=C/c3ccc4c(c3)OCO4)n2C)cc1	94.8	96.4	94.7	84.5	95.8	95.5	94.9	94.0
O=S1(=O)CCN(Cc2ccccc2)CC1	108.9	104.5	/	93.3	100.7	95.7	103.6	87.3
N#C/C(=C/c1ccc([N+](=O)[O-])cc1)n1nnc2cc(F)c(F)cc21	80.6	84.7	19.8	11.6	13.9	77.3	8.8*	2.3*
COc1ccc2c(c1)OC(N)=C(C#N)C2c1cc(OC)c(OC)c(OC)c1 (configuration not stated)	25.3	4.5*	-20.9*	16.7	7.1*	5.6*	13.3	4.0*
Cc1ccc(S(=O)(=O)NC(=O)NC2C(O)OC(CO)C(O)C2O)cc1 (configuration not stated)	103.4	109.3	103.1	99.6	95.0	113.3	100.2	91.4
N#Cc1c(Nc2ccc(Cl)cc2)nc2n(c1=O)-c1ccccc1Sc1ccccc1-2	88.9	69.0	59.6	47.1	39.5	58.4	57.1	40.7
CCCN1CN2C(=O)N3CN(CCC)CN4C(=S)N(C1)C2C34 (configuration not stated)	113.0	98.6	106.7	90.0	105.3	89.5	87.7	79.3
S=C(Nc1ccccc1)Nc1nnc2c3c4c(sc3ncn12)CCCC4	94.7	97.4	111.8	89.1	99.2	102.1	92.0	103.5
COc1cc(CNC(=O)/C=C/C=C/c2ccc3c(c2)OCO3)ccc1OCc1cn(-c2ccccc2)nn1	94.1	86.1	73.3	74.2	70.7	86.0	83.4	75.3
Cc1cc2c(c(C)c1Cl)C(=O)/C(=C/c1ccc(N(C)C)cc1)O2	94.6	86.8	15.0	62.2	51.4	90.4	15.0	43.1
COC(=O)c1cc(C(=O)C(=O)O)ccc1O	82.5	104.0	102.6	103.7	85.6	103.7	98.8	/
COc1ccc(C=C(C(=O)O)C(=O)O)cc1	99.9	106.5	98.7	102.3	104.0	98.7	94.7	100.4
Nc1nc(N)c2c(n1)NC(c1cccc(Nc3ccnc4cc(C(F)(F)F)ccc34)c1)CC(c1ccc(Cl)cc1)=N2 (configuration not stated)	62.1	54.4	21.5	73.7	10.5	114.1	16.1	3.3*
Fc1ccccc1-n1c(SCCc2c[nH]c3ccccc23)nnc1-c1ccncc1	85.1	96.5	73.4	75.3	74.4	83.7	89.4	87.2
CC1=CCC(OC(=O)C(C)(C)CCC(O)(C(=O)OC2(C(C)C)CCC3(C)OC3C2)C(C)C)(C(C)C)CC1 (configuration not stated)	-7.1*	-63.1*	-64.4*	-55.2*	/	-88.6*	-61.1*	11.3
N#Cc1c2ncccc2c2nnc3ccccc3n12	125.8	105.8	108.5	98.6	103.5	/	101.2	123.8
Cc1ccc(C)c(C2=NN(c3ccc(S(=O)(=O)NC(=O)NCc4ccccc4)cc3)C(c3ccccc3Cl)C2)c1 (configuration not stated)	/	102.9	70.1	69.3	82.7	68.4	59.6	79.1
CN1c2ccccc2[C@@]23CCC[C@@]12Nc1ccccc1C3	108.4	118.4	108.9	103.8	91.7	112.8	103.6	91.8
O=C(N=c1oc2ccccc2cc1-c1cc2ccccc2[nH]1)Nc1ccc(Cl)cc1	96.5	79.5	/	91.1	88.8	90.7	83.5	/
O=C(c1ccc(Br)cc1)C1C(c2ccccc2)C2CCCN2C12C(=O)Nc1ccccc12 (configuration not stated)	78.7	76.0	72.0	47.0	49.7	95.0	52.5	63.0
Cc1ccc(Nc2c(O)nc[nH]c2=O)cc1C	126.5&116.9	115.7&105.4	107.9&101.3	94.9&97.1	106.3&95.2	99.5&128.0	107.2&100.2	99.3&96.6
Oc1c(Br)cc(CNC2CCCCC2)cc1Br	111.4	103.1	108.9	102.8	/	103.8	100.0	91.6
C[C@]12CC[C@@H]3c4ccc(OS(=O)(=O)O)cc4CC[C@H]3[C@@H]1CC[C@@H]2NS(=O)(=O)c1ccc(-c2ccccc2)cc1	89.3	84.3	76.8	49.8	26.8	53.9	30.2	38.6
COc1cc(OC)c(NC(=O)C(Sc2nc(C)cc(C)c2C#N)c2ccccc2)cc1Cl (configuration not stated)	86.7	106.1	93.6	95.9	105.1	81.7	95.5	98.4
O=C(c1ccc(Br)cc1)C(Br)C(c1ccc(Cl)cc1)C(c1ccccc1)[N+](=O)[O-] (configuration not stated)	87.1	85.4	80.7	76.9	105.6	105.1	84.5	102.9
COc1ccccc1NC(=O)C1CCC(=O)N1c1ccc(F)cc1 (configuration not stated)	101.5	98.0	91.4	98.1	96.2	107.4	102.0	/
Cc1nc2ccc(Cl)cn2c1-c1nnc(SCc2ccc(C#N)cc2)o1	82.8	58.1	63.9	84.2	93.9	96.7	49.5	/
CS(=O)(=O)Nc1cccc(-n2cnc3cc(-c4ccc(O)cc4)ccc32)c1	40.8	49.3	6.9*	49.1	18.0	49.9	23.6	32.1
CCCCCCCC1CCC(=O)O1 (configuration not stated)	98.0	103.4	109.5	103.7	102.5	108.1	98.8	99.9
CS(=O)(=O)c1ccc(C(=N)N)cc1	121.7	112.9	106.6	99.7	87.2	67.2	96.5	96.7
CC1=NN=C(N2N=C(c3cc4ccccc4o3)CC2c2c[nH]c3ccccc23)SC1 (configuration not stated)	107.1	81.6	95.8	93.1	/	108.7	93.5	106.9
CC(C)OCc1cc(Cl)ccc1O	88.5	81.3	94.5	87.4	81.3	98.7	94.1	87.9
S=C1CCCCN1	102.1	113.7	115.9	102.0	106.3	112.8	87.7	98.4
FC(F)(F)c1ccc(Nc2nnnc3ccccc23)cc1	102.9	90.6	41.0	67.9	26.5	80.7	73.4	29.6

Given with two lines to a compound: entries from further up
Results follow in this order: HS 578T | MDA-MB-231 | MDA-MB-468 | T-47D | K-562 | BT-549 | MCF7 | SR
> Oc1c(Br)cc(CNC2CCCCC2)cc1Br
    111.4 | 103.1 | 108.9 | 102.8 | / | 103.8 | 100.0 | 91.6
> C[C@]12CC[C@@H]3c4ccc(OS(=O)(=O)O)cc4CC[C@H]3[C@@H]1CC[C@@H]2NS(=O)(=O)c1ccc(-c2ccccc2)cc1
    89.3 | 84.3 | 76.8 | 49.8 | 26.8 | 53.9 | 30.2 | 38.6

(more compounds)
Molecule	HS 578T	MDA-MB-231	MDA-MB-468	T-47D	K-562	BT-549	MCF7	SR
CC1(C(=O)OCc2ccccc2)C(=O)C2=C(CCCC2)N1c1ccc(F)cc1 (configuration not stated)	95.0	96.3	89.1	85.4	92.6	103.2	92.7	91.5
COc1ccc(NC(=O)Nc2ccc(-c3cccnc3)cc2N2CCC(CO)CC2)cc1	62.6	34.2	42.5	68.8	24.8	/	31.8	95.2
CCN(CC)CCOC(=O)c1ccc(NC(=O)OCCCCCCCCCCOC(=O)Nc2ccc(C(=O)OCCN(CC)CC)cc2)cc1	120.7	108.0	106.6	87.2	64.7	87.3	89.2	87.7
C/C(=N\NC(=O)CSc1nc2ccccc2c(=O)n1Cc1ccc(S(N)(=O)=O)cc1)c1ccc(F)cc1	101.9	101.0	114.0	96.7	103.2	111.8	96.1	100.1
CCOC(=O)C1=C(N)N(c2ccc(Cl)cc2)C2=C(C(=O)CC(C)(C)C2)C1c1ccccc1OC (configuration not stated)	68.2	69.4	60.6	59.6	34.4	80.1	35.1	36.3
C(=C\c1nnc(-c2cc(-c3ccccc3)n[nH]2)o1)/c1ccc2c(c1)OCO2	113.8	110.6	100.1	86.3	94.3	121.8	87.3	108.0
COc1ccc(/C=C2\C=C(c3nc4ccccc4s3)NC2=O)cc1	88.9	88.0	115.9	101.6	99.0	115.5	96.4	99.4
O=C(C/C(=N\C(=S)Nc1cc(C(F)(F)F)ccc1Cl)NO)N1CCCC1	101.4	103.8	110.7	101.1	87.4	94.0	99.8	83.5
CC(=O)Nc1cccc(C(=O)NC(=S)Nc2ccc(C(=O)O)cc2)c1	105.9[100 µM]	116.3[100 µM]	105.6[100 µM]	101.2[100 µM]	108.0[100 µM]	114.4[100 µM]	103.8[100 µM]	100.4[100 µM]
CC(=O)c1ccc(CCCc2ccc(C(C)=O)cc2)cc1	/	92.4	90.8	86.8	97.1	106.5	97.2	90.9
CN(C)CCC(=O)c1ccc([N+](=O)[O-])cc1	106.8	100.1	86.5	89.4	114.3	/	89.4	97.8
COc1ccc(-c2cc(NC(=O)Nc3cccc(C(F)(F)F)c3)no2)cc1	98.4	102.8	110.0	94.4	102.3	99.8	86.5	/
CNC(=O)c1cc(-n2ccc3cc(NC(=O)c4ccccc4)ccc32)ccn1	80.2	90.2	80.8	81.0	39.6	85.3	58.0	18.4

Of the compounds above, these have an NH in an aromatic ring.
Molecule	HS 578T	MDA-MB-231	MDA-MB-468	T-47D	K-562	BT-549	MCF7	SR
CC1=NN(Cc2nc(-c3ccc(N(C)C)cc3)n[nH]2)C(=O)C1	/	100.2	111.6	111.9	101.3	101.5	104.8	90.0
Fc1ccccc1-n1c(SCCc2c[nH]c3ccccc23)nnc1-c1ccncc1	85.1	96.5	73.4	75.3	74.4	83.7	89.4	87.2
O=C(N=c1oc2ccccc2cc1-c1cc2ccccc2[nH]1)Nc1ccc(Cl)cc1	96.5	79.5	/	91.1	88.8	90.7	83.5	/
Cc1ccc(Nc2c(O)nc[nH]c2=O)cc1C	126.5&116.9	115.7&105.4	107.9&101.3	94.9&97.1	106.3&95.2	99.5&128.0	107.2&100.2	99.3&96.6
CC1=NN=C(N2N=C(c3cc4ccccc4o3)CC2c2c[nH]c3ccccc23)SC1 (configuration not stated)	107.1	81.6	95.8	93.1	/	108.7	93.5	106.9
C(=C\c1nnc(-c2cc(-c3ccccc3)n[nH]2)o1)/c1ccc2c(c1)OCO2	113.8	110.6	100.1	86.3	94.3	121.8	87.3	108.0
